# mHTT CaM bind: inhibitors of human mutant huntingtin-calmodulin interaction; AlphaScreen His-mHTT/GST-CaM binding, luminescence; inhibition, % at 15 µM; 3.6% of 190,000 active; AID 1671202;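 note: 0% = both proteins with DMSO and 100% = one protein alone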
# Pf apPOL block: Pf-apPOL DNA polymerase inhibition | Recombinant Pf-apPOL, molecular beacon fluorescence, 1.5 h | inhibition, % at 10 µM | 0.25% of 210,000 active | AID 1794808
# Starred values were filed as active, the others as inactive; i = inactive; nt = not tested or not shown; & = joins results of further samples. Cut-off read from the data, not from the text of the source: active = inhibition above about 50%; inactive = the rest.
SMILES,mHTT CaM bind,Pf apPOL block
CCOc1ccc(-c2csc(Nc3ccccn3)n2)cc1,13&-8,4&-2
CCC(C)NS(=O)(=O)c1cc(C(=O)Nc2ccc(C(C)C)cc2)ccc1F (centres undefined),5,-3
CCCN1C(=O)C2(c3ccccc31)N1CC3(C)CN2CC(C)(C1)C3=O (centres undefined),5,-5
CCC(Cc1ccccc1)NC(=O)c1ccccc1 (centres undefined),-4,2
COc1ccc(CC(=O)c2ccc(O)c(CN3CCCC(C)C3)c2O)cc1 (centres undefined),12,-75
Clc1cccc(C=Nc2ccc(N3CCOCC3)cc2)c1,14,4
CC(=O)N1c2ccc(S(=O)(=O)NC3CCCCC3C)cc2CC1C (centres undefined),7,3
Cc1ccc(NC(=O)N2CCN(c3ccccc3)C(=O)C2C)cc1 (centres undefined),-10,-3
CCOC(=O)c1c(C)nn(-c2ccc(NS(=O)(=O)c3c(C)noc3C)cc2)c1C,nt,-11
CC(C)C(=O)N1CCc2c(c(-c3nc(-c4ccc(F)cc4)no3)nn2C)C1,-3,0
Cc1ccc(C2=CC(c3ccccc3)n3nnnc3N2)cc1 (centres undefined),-1,1
CCOC(=O)N1CCc2c(sc(NC(=O)c3cc(C)on3)c2C(=O)OC)C1,-12,-2
CC1(C(Cl)(Cl)Cl)C=CC(=Nc2ccccc2)C=C1 (centres undefined),-1,0
CS(=O)(=O)c1ccccc1-c1nnc(NC(=O)C2CCCCC2)o1,7,1
Cc1ccc(S(=O)(=O)N(C)C(=O)NC(=O)NS(=O)(=O)c2ccccc2)cc1,2,10
O=C(CSc1ccccc1)N1CCC(c2ccn3ncc(C(=O)N4CCCC4)c3c2)CC1,12,5
Cn1c(C2CCN(S(=O)(=O)c3cc(F)cc(F)c3)C2)nc2ccncc21 (centres undefined),4,0
Fc1cccc(Cl)c1C1CC(c2ccc(I)cc2)Nc2ncnn21 (centres undefined),43,-18
O=c1c2c(nc(SCc3ccc(F)cc3)n1-c1ccc(Cl)cc1)CCS2,-3,-12
Cc1cccc(NC(=O)C(=O)NCC2CCN(C(C)C)CC2)c1,2,8
COCCOCC1CCN(C(=O)COc2cccc(OC)c2)CC1,-4,-11
Cc1nc(-c2ccccc2)sc1CC(=O)NCCn1ncccc1=O,-1,-1
CC1CCN(c2ccc(-c3nc(-c4ccc(F)cc4)no3)cn2)CC1,-18,0
CC12CN3CCN(CC(C3)/C1=N/N=C/c1ccc3c(c1)OCO3)C2,i,nt
CC#CCCC(=O)Nc1ccccc1F,-6,-6
# The results go on:
SMILES,mHTT CaM bind,Pf apPOL block
O=C(c1cccc(F)c1)N1CCCCCC1,29,2
CCOc1ccccc1CNC(=O)CC1CCN(S(=O)(=O)c2c(C)noc2C)CC1,4,0
O=C(C1CCN(CC2CCCCC2)CC1)N1CCN(c2ccccc2F)CC1,-4,3
CC(=O)c1cccc(NC(=O)c2cn3c(n2)CCCC3)c1,2,0
COc1ccc(-n2c(-c3ccc(Cl)cc3)cn3c4c(=O)n(C)c(=O)n(C)c4nc23)cc1,-1,1
CCOC(=O)c1cncc(C#CCOC(=O)Nc2cc(Cl)cc(Cl)c2)c1,nt,0
CCCC(=O)N1CCCN(C2CCN(Cc3ccccc3)C2=O)CC1 (centres undefined),16,6
CC1C(=O)N(c2ccc(Oc3ccccc3)cc2)CCN1C(=O)C1CCC1 (centres undefined),5,-4
Cc1nccn1Cc1nc(-c2cccc(F)c2)no1,-2,-5
O=C1C2CC=C(Cl)CC2C(=O)N1c1ccccn1 (centres undefined),-3,-3
Cc1ccc(-c2nc(-c3ccc4oc(C)nc4c3)no2)c(C)c1,-10,-1
Cc1ccc(C(=O)Nc2nnc(C3CC(=O)N(c4ccc(S(C)(=O)=O)cc4)C3)o2)cc1 (centres undefined),17,-3
Cc1ccc2c(c1)N(Cc1ccc(C(=O)NCc3ccncc3)cc1)C(=O)CO2,11,1
CCOc1ccc2ncc(C#N)c(NCc3ccccc3)c2c1,-4,1
O=C1c2ccccc2C(=O)N1CC1NCCc2ccccc21 (centres undefined),0,-1
COc1cc(/C=C2/C=C(c3ccc(Cl)cc3)OC2=O)cc(Br)c1OC,16,4
Cc1ccc2c(N)c(C(=O)c3ccc(Br)cc3)sc2n1,-6,-8
Cc1nc(NC(=O)C23CC4CC(CC(C4)C2)C3)sc1C(=O)N(C)C,2,-1
O=C1CC(c2cccs2)CC2=C1C(c1ccc(Cl)s1)Nc1ccccc1N2 (centres undefined),27,21
Cc1cccc(N2N=NC3C(=O)N(c4cccc(Cl)c4)C(=O)C32)c1 (centres undefined),0,2
CC(=O)NS(=O)(=O)c1ccc(NC(=O)COc2cccc3c2OC(C)(C)C3)cc1,-9,-2
COC(=O)c1sccc1N,nt,-5&-2
COc1cc(OC)cc(C(=O)NCCc2ccc3c(c2)CCCN3C)c1,47,2
COc1cccc(C2CC(=O)Nc3cc(C)c(C)cc32)c1 (centres undefined),19,-3
O=C1C2C3C=CC(C4CC34)C2C(=O)N1Cc1ccccc1 (centres undefined),-11,0
# Next part:
SMILES,mHTT CaM bind,Pf apPOL block
Cc1c(C)c(C)c(C=C2C(=O)OC(C)(C)OC2=O)c(C)c1C,nt,0
CC(=NNC(N)=S)c1ccc(OCCCOc2ccc(C(C)=NNC(N)=S)cc2)cc1,nt,-12
COc1ccc(C2(CNC(=O)/C=C(\C)c3ccccc3)CCCC2)cc1OC,5,-2
CC(C)CNC(=O)c1ccccc1NC(=O)c1cccc(Br)c1,-1,-3
Oc1oc(-c2ccc(Cl)cc2)nc1C=Nc1cccc(C(F)(F)F)c1,5,-1
O=C1CC(c2ccc3c(c2)OCO3)CC2=C1C(c1ccc3c(c1)OCO3)Nc1ccccc1N2 (centres undefined),27,-2
CC(NC(=O)C(=O)NCC1CCCO1)c1ccccc1 (centres undefined),-12&-6,-10&5
Cc1cccc(NCc2ccc([N+](=O)[O-])s2)c1,38,0
N#CC1=C(SCC(=O)Nc2ccccc2)NC(=O)CC1c1ccccc1Cl (centres undefined),12,-1
O=C(O)c1ccc(NC(NC(=O)c2ccco2)C(=O)c2ccccc2)cc1 (centres undefined),2,2
Cc1cc(C(=O)OCc2cc(-c3ccc(F)cc3)on2)c(C)o1,-26,0
CCOc1cc(/C=C2\Sc3ccccc3C2=O)ccc1O,44,3
C=C(C)C(=O)Oc1cccc(N2C(=O)C3C4C=CC(C4)C3C2=O)c1 (centres undefined),14,-1
O=C1OC(/C=C/c2cccc([N+](=O)[O-])c2)=NC/1=C/c1ccc(Cl)cc1Cl,2,-1
COc1ccccc1NC(=O)CN(c1ccc(C)cc1)S(=O)(=O)c1ccc(OC)c(OC)c1,17,-8
O=C(CC12CC3CC(CC(C3)C1)C2)NCc1cccc(Cl)c1,nt,-7
COc1ccc(-c2coc3cc(OC(=O)c4ccccc4)ccc3c2=O)cc1OC,0,-7
Cc1noc(Cc2nnc(-c3cccc(F)c3)o2)n1,-7,-1
CC(C(=O)c1ccc(-c2ccccc2F)cc1)N1CCN(c2ccc(C#N)cc2)CC1 (centres undefined),nt,-9
CC(=O)N1CC(=O)NC(=Cc2ccco2)C1=O,nt,7
CC1CC(C)(C)Cc2c1sc1nc[nH]c(=O)c21 (centres undefined),1,-2
Cc1ccc(C2C(C(=O)c3cccs3)=C(O)C(=O)N2CCN2CCOCC2)cc1 (centres undefined),9,8
OC(=C(C(=S)Nc1ccccc1)[n+]1ccccc1)c1ccccc1,9,-3
CCc1nc(-n2cccc2)sc1C(=O)Nc1cc(OC)c(OC)c(OC)c1,25,-4
O=C(CSc1ncccn1)Nc1ccc(Oc2ccc(Cl)cc2)cc1,32&10,4&0
# Next section
SMILES,mHTT CaM bind,Pf apPOL block
O=C(CN1CCc2ccccc2C1C(=O)N1CCCCC1)Nc1ccc(Cl)cc1 (centres undefined),49,-2
CCCNc1ncnc2c1c(-c1ccccc1)cn2-c1cccc(C)c1,44,-3
O=C1/C(=C/c2ccc(F)cc2)CCC1C1CCCC1 (centres undefined),-35,-6
CCCCCCNC(=O)Cc1nc2nc(C)cc(C)n2n1,25,0
NC(=O)c1cc2cc([N+](=O)[O-])ccc2oc1=NCc1ccccc1,4,-8
O=C(c1ccc(OCC2CCN(C(=O)c3ccc(F)cc3F)CC2)cc1)N1CCCCC1,0,-4
O=C(O)CCCCCn1c(O)c(C2=c3cc(Br)ccc3=NC2=O)sc1=S,27,nt
O=C(Nc1ccc(N=Nc2ccccc2)cc1)c1ccc(S(=O)(=O)N2CCCC2)cc1,2,-1
Cc1ccsc1C(=O)N1CCCCC1c1nncn1CC1CC1 (centres undefined),-6,-1
O=C(Cc1ccccc1)Nc1ccccc1CO,-4,1
O=C(NC1CCCCCCC1)C1CCN(c2nc3ccccc3[nH]2)CC1,-2,-8
CCN1CCN(CCNC(=O)CC2CCN(C(=O)c3ccccc3)CC2)CC1,-6,-3
CCNC(=O)N1CC(C(=O)NC(C)C)C(c2cccc(F)c2)C1 (centres undefined),0,-2
O=[N+]([O-])c1ccc(-c2nnc(CSCc3cccc4ccccc34)o2)cc1,nt,-5&6
O=C(NCCSc1c[nH]c2ccccc12)c1cccc(Cl)c1,14,5
Nc1c(C(=O)c2ccc(Br)cc2)oc2ccccc12,-5,6
O=S(=O)(c1ccc(Cl)cc1)N1CCOC1C(Cl)(Cl)Cl (centres undefined),-28,-6
CCCOc1ccc(C2C3CN(C)CC=C3C(C#N)=C(N)C2(C#N)C#N)cc1OCC (centres undefined),29,-3

# Random draw from the library. About 3.5% of those tested had a hit in this group.
